Bioassay records (PubChem)
HT1080-NT tox – kills 2HG-producing HT-1080-NT fibrosarcoma cells; HT-1080-NT fibrosarcoma viability, CellTiter-Glo ATP luminescence, 48 h; Potency, µM (top dose mostly 46.1 µM), without a hit: top-dose activity, negative = less viability, usual class: cytotoxic; 360,000 compounds, 1.6% hits; AID 686970;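 also: NT is the 2HG producing partner of a matched IDH1 knockdown line; potency is read from the fitted curve at half-maximal effect; 0% = DMSO-treated cells and -100% = media-only wells without cells; nearly all actives have a fitted effect of over 55% in size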
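Toxicity toward the 2HG-producing NT line was scored as %Activity, normalised to DMSO and no-cell wells, from CellTiter-Glo luminescence after 48 hours' treatment.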
IL-1B inflam inh – inhibitors of inflammasome signaling (IL-1 beta secretion). THP-1 LPS/ATP IL-1B secretion, AlphaLISA, 16 h; active compounds read low. 360,000 compounds, 4.7% hits. activity change, % at 57.5 µM; in the data active = activity change below about -50%; inconclusive = mostly about -30% to -49%; also: % is scaled to controls: 0 for no effect and ±100 for the full control effect
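Secreted IL-1B measured by AlphaLISA bead assay after 16 h compound exposure of THP-1 cells; compounds (final up to 57.5 uM) added 1 h before LPS (250 ng/mL) and ATP (1.25 mM) stimulation; lower signal means less secretion.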
KB-V1 MDR tox – KB-V1 MDR subline cytotoxicity | KB-V1 MDR cells viability, CellTiter-Glo, 72 h | AID 1347076 | 400,000 compounds, 3.4% hits | Potency, µM (top dose mostly 46.1 µM), for inactives: at the highest dose activity change, negative = cytotoxicity, actives largely listed as cytotoxic; also: potency is read from the fitted curve at half-maximal effect; % is scaled to controls: 0 for no effect and ±100 for the full control effect; nearly all actives have a fitted effect of over 60% in size
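Luminescent ATP read-out (CellTiter-Glo, 10 min) measures survival of drug-selected KB-V1 MDR cells after 72 h, 37 degrees C compound exposure. Medium: phenol-red-free DMEM, 10% FBS. Values from fitted concentration-response curves.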
HT1080 IDH1KD tx – kills HT-1080 cells with IDH1 knockdown. 360,000 compounds, 2% hits. Potency, µM (series often up to 46.1 µM), without a hit: at the highest dose activity, negative = toxicity, usual class: cytotoxic. HT-1080 IDH1 knockdown viability, ATP luminescence, 48 h;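 also: potency is read from the fitted curve at half-maximal effect; 0% = DMSO wells and -100% = cell-free medium wells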
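Luminescent ATP read-out (CellTiter-Glo, 10 min at room temperature) after 48 h compound exposure at 37 °C gave viability of IDH1-knockdown HT-1080 cells. Activity was normalised to DMSO and cell-free wells, then fitted as concentration-response curves.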
SW480 rerep – inducers of DNA re-replication in SW480 colon cancer cells. 340,000 compounds, 1.8% hits. Potency, µM (top dose mostly 46.1 µM), for the others: at the top dose re-replication activation, most hits filed as activators. SW480 DNA re-replication, Hoechst DNA content imaging, 48 h; also: potency is read from the fitted curve at half-maximal effect; % of control where 0% means no effect; nearly all actives have a fitted effect of over 55% in size
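First, 250 cells per well were seeded. Next, compound or vehicle (23 nL) was pinned in, plates sat 48 hr at 37 C. Finally Hoechst was added for 40 min before fluorescence scanning.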
KB-3-1 cytotox – kills parental KB-3-1 adenocarcinoma cells. KB-3-1 viability, CellTiter-Glo ATP luminescence, 72 h. Potency, µM (series often up to 46.1 µM), for inactives: top-dose activity change, negative = cytotoxic, usual class: cytotoxic. 400,000 compounds, 1.4% hits. AID 1347075; also: potency is read from the fitted curve at half-maximal effect; % is scaled to controls: 0 for no effect and ±100 for the full control effect; nearly all actives have a fitted effect of over 60% in size
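Cells are dispensed, compounds pinned in, plates held at 37 °C for 72 h, then CellTiter-Glo is added and luminescence read after 10 minutes. Cell line: parental KB-3-1 in phenol-red-free DMEM, 10% FBS.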
D3 antag – blocks the human D3 dopamine receptor. 360,000 compounds, 2.5% hits. AID 652054. max response, negative = inhibition, %. D3R cells, DiscoveRx beta-arrestin luminescence, antagonist mode; active compounds read low; in the data active = max response below about -50%; inconclusive = no clear call, values can overlap the other calls; also: % is scaled to controls: 0 for no effect and ±100 for the full control effect; mostly tested at two doses, the higher about 12 µM
Target sequence (P35462 whole entry, looked up): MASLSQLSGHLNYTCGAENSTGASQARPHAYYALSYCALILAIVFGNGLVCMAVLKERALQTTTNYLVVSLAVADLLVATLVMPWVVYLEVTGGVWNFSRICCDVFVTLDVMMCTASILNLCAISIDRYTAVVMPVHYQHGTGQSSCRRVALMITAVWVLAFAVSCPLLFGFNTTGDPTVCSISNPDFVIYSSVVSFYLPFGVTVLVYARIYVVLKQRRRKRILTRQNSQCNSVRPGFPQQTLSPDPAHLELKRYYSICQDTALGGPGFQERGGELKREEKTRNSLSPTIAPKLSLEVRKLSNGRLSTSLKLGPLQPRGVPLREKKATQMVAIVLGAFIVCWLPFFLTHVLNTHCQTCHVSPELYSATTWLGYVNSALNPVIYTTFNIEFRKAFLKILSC
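Cells expressing the human receptor were seeded at 1500 cells/well, incubated overnight at 37 degrees C in 5% CO2, then exposed to library compounds with dopamine controls for 90 minutes at 37 degrees C before luminescent detection.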
D3 ag – activates the human D3 dopamine receptor; 410,000 compounds, 0.58% hits; AID 652048; D3R DiscoveRx beta-arrestin cells, luminescence, 90 min; P35462; max activation, %; in the data active = max activation above about 30%; also: 0% is about no effect; mostly tested at two doses, the higher about 12 µM
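Agonist mode: compounds and dopamine controls were applied to plated cells for 90 min at 37 degrees C after an overnight attachment at 1500 cells/well. Luminescent read-out followed 30 - 60 minutes at room temperature with DiscoveRx detection reagent.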
GLP1R ag – agonists of human GLP-1 receptor; AID 624172; 380,000 compounds, 0.007% hits; P43220; HEK293 GLP-1R CRE-luciferase, luminescence, 4-6 h; cells express a hypersensitive GLP-1R form; Potency, µM (titrated, usually from 45.6 µM), inactives show at the top dose activation, most hits filed as activators; also: potency is read from the fitted curve at half-maximal effect; % of control where 0% means no effect
Target sequence (P43220 whole entry, looked up): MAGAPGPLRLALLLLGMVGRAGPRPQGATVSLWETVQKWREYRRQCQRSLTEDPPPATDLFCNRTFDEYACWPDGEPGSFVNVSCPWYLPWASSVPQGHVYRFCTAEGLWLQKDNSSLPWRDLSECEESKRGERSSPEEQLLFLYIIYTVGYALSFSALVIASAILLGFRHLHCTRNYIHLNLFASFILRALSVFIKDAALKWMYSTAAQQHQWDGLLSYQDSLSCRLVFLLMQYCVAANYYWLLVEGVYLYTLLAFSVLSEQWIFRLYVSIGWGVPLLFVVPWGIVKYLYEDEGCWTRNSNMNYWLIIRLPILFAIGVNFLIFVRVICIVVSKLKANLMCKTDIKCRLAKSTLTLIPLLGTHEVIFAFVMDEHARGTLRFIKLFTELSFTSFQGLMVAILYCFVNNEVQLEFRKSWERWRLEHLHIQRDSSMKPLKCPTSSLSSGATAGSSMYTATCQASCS
Numbers without * were called inactive; ? = inconclusive; . = no result given; & = joins results of further samples; ! = not active in a repeat; [ ] = dose if it differs, or a comment. Unless noted, calls follow the shape of the dose curve; as a rule, active = well fitted curve in the direction sought with a large enough effect; inconclusive = small, poorly fitted or top-dose-only effect, or another doubt; inactive = no such curve, though single readings can be large; an effect the other way counts as inactive or inconclusive.

SMILES | HT1080-NT tox | IL-1B inflam inh | KB-V1 MDR tox | HT1080 IDH1KD tx | SW480 rerep | KB-3-1 cytotox | D3 antag | D3 ag | GLP1R ag
CC1CN(CCC(=O)Nc2ccc3c(c2)OCO3)CC(C)O1 (centres undefined) | -2% | 12 | -1% | -2% | -6% | 6% | -26 | -8 | -2%
CCC(C)(C)NC(=O)c1ccc2c(c1)N(CC(=O)N1CCCC1)C(=O)C(C)(C)O2 | -2% | 0 | 12% | 7% | ? | -2% | 11 | 3 | 4%
Cc1ccc[n+](CC(=O)Nc2ccc(N(C)C)cc2)c1 | -2% | 6 | 17% | 1% | -40%[inhibitor] | -6% | 3 | -9 | -6%
CCCCCCSc1cc(-c2nc3ccc(C)cn3c2NCc2ccccc2)ccc1OC | ? | -51*! | 13µM*! | ? | ? | ? | 40&44 | 62*! | 4%&7%
Cc1cc(C(=O)COC(=O)c2ccc(NC(=O)CC#N)cc2)c(C)n1C1CC1 | 3% | -12 | 16% | 8% | -29% | -4% | 13 | 7 | 11%
Cc1onc(-c2ccccc2)c1NC(=O)N(Cc1ccccc1)C(C)C | 8% | 0 | -29% | 1% | -20% | -1% | -14 | 1 | 0%
COCCNC(=O)C1CC2Cn3c(nc4cc5ccccc5cc43)C2N1C (centres undefined) | 7% | 31 | 2% | 4% | -13% | 0% | -3 | -13 | -5%
CS(=O)(=O)N(CC(=O)Nc1ccccc1C(=O)N1CCCC1)c1cccc([N+](=O)[O-])c1 | 3% | 15 | -12% | 5% | -2% | 8% | 25 | 0 | 6%
C/C(=N\NC(=O)CCc1ccc(S(=O)(=O)N2CCOCC2)cc1)c1ccc(Br)cc1 | 2% | 0 | ? | 1% | -2% | -5% | 2 | -7 | 4%
OCCC1CN(Cc2nc3c(s2)CCCC3)CCN1Cc1ccsc1 (centres undefined) | -18% | 22 | ? | -18% | 3% | -7% | -1 | -12 | 4%
Cc1cc(C)c2nc(C)cc(Nc3ccc(C(=O)N(C)C)cc3)c2c1 | -1% | 12 | 5% | 1% | -2% | -15% | 1 | 1 | 10%
COc1ccc(-c2cc(=O)oc3c(C)c(OC(C)C(=O)Nc4ccc(CN5CCOCC5)cc4)ccc23)cc1 (centres undefined) | -25% | -20 | 7% | ? | 26% | 9% | 4 | 2 | 11%
COc1cc(NS(=O)(=O)c2ccc(NC(=O)c3ccc(Cl)cc3Cl)cc2)ncn1 | 0% | 0 | 6% | 6% | -12% | 18% | -9 | 6 | -3%
CC1Cc2cc(/C(O)=C3/C(=O)C(=O)N(CCCN(C)C)C3c3ccncc3)ccc2O1 (centres undefined) | 6% | 12 | 5% | 4% | -7% | 8% | 0 | 0 | 1%
Cc1ccc(-n2nnnc2SCn2nnc3ccccc3c2=O)cc1 | -12% | -5 | -13% | -9% | -5% | -13% | 10 | 0 | 0%
COc1ccc(CNC(=O)c2sc(=S)n(-c3ccccc3)c2N)cc1 | 2% | -11 | -25% | 4% | -92%[inhibitor] | 0% | -11 | 10 | 7%
c1ccc(-n2ncc3c2ncn2nc(-c4ccco4)nc32)cc1 | ? | 22 | 0% | -21% | 2% | 19% | 15 | 12 | -1%
COc1ccc2cc(C(=O)CS(=O)(=O)c3ccccc3)c(=O)oc2c1 | 11% | -2 | 5% | 3% | -22% | 1% | -13 | -14 | -4%
Cn1cc([C@]2(O)C(=O)N(c3ccccc3)c3ccccc32)c2ccccc21 | -30% | ? | -21% | -23% | . | 5% | -2 | 3 | .
O=C1CC(NS(=O)(=O)c2ccc([N+](=O)[O-])cc2)CN1c1ccc(Cl)cc1 (centres undefined) | -3% | -6 | 0% | -12% | -3% | -10% | -11 | -20 | -4%
CCNC(=O)c1ccc2c(c1)S(=O)(=O)c1ccccc1C2=O | -2% | 24 | -2% | 3% | -4% | ? | -18 | 3 | 13%
CCCCN(C(=O)c1ccccc1Cl)C(CC(C)C)c1nc2ccccc2[nH]1 (centres undefined) | ? | 9 | -6% | ? | . | -6% | 8 | 48* | -5%
CCCn1c(SCC(=O)Nc2ccc(NC(C)=O)cc2)nc2c1c(=O)n(C)c(=O)n2C | 2% | 24 | -4% | -13% | -9% | 3% | 11 | 1 | ?
Clc1ccc(-n2ncc3c(NCc4ccc5c(c4)OCO5)ncnc32)cc1 | ? | -14 | -11% | -29% | ? | -17% | -23 | 1 | -1%
CCOC(=O)CSc1nc2c(c(=O)n1-c1ccc(OC)cc1)SCC2 | 0% | 3 | -1% | 8% | -9% | 3% | 11 | 3 | -2%

Among those listed so far, five contain a halogen.
SMILES | HT1080-NT tox | IL-1B inflam inh | KB-V1 MDR tox | HT1080 IDH1KD tx | SW480 rerep | KB-3-1 cytotox | D3 antag | D3 ag | GLP1R ag
C/C(=N\NC(=O)CCc1ccc(S(=O)(=O)N2CCOCC2)cc1)c1ccc(Br)cc1 | 2% | 0 | ? | 1% | -2% | -5% | 2 | -7 | 4%
COc1cc(NS(=O)(=O)c2ccc(NC(=O)c3ccc(Cl)cc3Cl)cc2)ncn1 | 0% | 0 | 6% | 6% | -12% | 18% | -9 | 6 | -3%
O=C1CC(NS(=O)(=O)c2ccc([N+](=O)[O-])cc2)CN1c1ccc(Cl)cc1 (centres undefined) | -3% | -6 | 0% | -12% | -3% | -10% | -11 | -20 | -4%
CCCCN(C(=O)c1ccccc1Cl)C(CC(C)C)c1nc2ccccc2[nH]1 (centres undefined) | ? | 9 | -6% | ? | . | -6% | 8 | 48* | -5%
Clc1ccc(-n2ncc3c(NCc4ccc5c(c4)OCO5)ncnc32)cc1 | ? | -14 | -11% | -29% | ? | -17% | -23 | 1 | -1%

(listing goes on)
SMILES | HT1080-NT tox | IL-1B inflam inh | KB-V1 MDR tox | HT1080 IDH1KD tx | SW480 rerep | KB-3-1 cytotox | D3 antag | D3 ag | GLP1R ag
COc1cc(C(=O)NCc2ccc(-c3nc4ccccc4s3)cc2)cc(OC)c1OC | -3% | 4 | -12% | -11% | -5% | 0% | ? | 2 | -6%
Cc1cccc(-n2c(Cc3cc(=O)[nH]c(=O)[nH]3)nnc2SC(C)C)c1 | 8% | 3 | 10% | 1% | 0% | 2% | -6 | 1 | -4%
CCn1c(CCNC(=O)c2ccc(C)cc2)n[nH]c1=S | 11% | 12 | -20% | 1% | -64%[inhibitor] | 0% | 4 | -3 | 0%
COc1ccccc1N1CCN(CC(O)COc2c(OC)cccc2OC)CC1 (centres undefined) | -15% | 33 | ? | -14% | ? | 2% | -99* | -7 | -11%
COC(=O)CCC(=O)c1ccn(S(=O)(=O)c2ccccc2)c1 | 1% | 11 | -11% | -6% | -6% | 7% | 8 | 2 | 10%
COc1ccc(C2=CC(c3ccc(F)cc3)n3nnnc3N2)cc1 (centres undefined) | 6% | ? | 2% | 4%[9.24 µM] | 15µM* | -1% | -22 | -3 | 8%
Cc1noc(C)c1CSCC(=O)N1CCN(c2ccc([N+](=O)[O-])cc2)CC1 | -21% | ? | ? | -4% | 2%[9.22 µM] | ? | 0 | 9 | -4%
Cc1ccc(-c2cccc(CN3CCN(C4CCN(C(C)C)CC4)C(CCO)C3)c2)o1 (centres undefined) | ? | ? | -13% | ? | 19% | -8% | -10 | -8 | -8%
Cc1ccc(-c2csc3ncnc(Cl)c23)cc1 | -10% | -30 | ? | -9% | ? | 10% | -7 | -21 | 11%
Cc1ccc(N2C(=O)CS/C2=C(\C(Cl)=C(Cl)Cl)[N+](=O)[O-])cc1 | -28% | ? | 2% | -11% | -2% | -3% | 40 | -4 | -9%
CCC(C)(C(=O)NC1CCCCC1)N(C(=O)Cc1cccs1)c1ccccc1 (centres undefined) | -4% | -8 | ? | -1% | 7% | -4% | 9 | -8 | -1%
COc1ccc(NC2CCCN(C(=O)C3=NNC(=O)CC3)C2)cc1 (centres undefined) | 17% | 22 | -8% | 10% | . | 2% | 23 | 5 | -5%
CCc1cccc(NC(=O)CSC2=NS(=O)(=O)c3ccccc32)c1 | -9% | ? | 10% | 1% | 24% | 10% | 2 | -6 | 0%
Cc1cccc(C(O)C(O)c2cccc(C)n2)n1 (centres undefined) | 0% | -4 | 15% | 4% | 1% | 8% | -12 | -5 | 3%
Cc1ccc(NC(=O)O/N=C/c2ccc(F)cc2)cc1 | 6% | -16 | 13% | 1% | -5% | 0% | -1 | 1 | 10%
COC(=O)C1=C(C)N=C2SC(C)C(=O)N2C1c1cccc(F)c1 (centres undefined) | -12% | -1 | 1% | -2% | 11% | -5% | -16 | -7 | -12%
C[C@H](CO)N1C[C@H](C)[C@@H](CN(C)C)Oc2c(NS(=O)(=O)c3ccc(F)cc3)cccc2C1=O | 13% | 14 | -7% | 12% | -5% | -1% | ? | -8 | -4%
COc1ccc(Nc2nc(-c3ccccc3F)nc3ccccc23)cc1OC | -9% | -61* | 0%&-21% | -8% | 4% | -27%&0% | 29 | 4&-6 | 20%
CCOC(=O)CSc1nnc(CNC(=O)c2cc(OCC)c(OCC)c(OCC)c2)n1C | 7% | 22 | 6% | -4% | 1% | -8% | -4 | 14 | -14%
Cc1ccc(CNCC(O)c2ccccc2)s1 (centres undefined) | 2% | 22 | -3% | 5% | -1% | 0% | 11 | -10 | -7%
CCCn1c(C(O)c2cccc(OC)c2)nc2ccccc21 (centres undefined) | -7% | -5 | ? | -7% | -5% | -13% | -9 | 4 | -1%
